ABHD5-PLIN5 inh = inhibitors of human ABHD5-perilipin-5 interaction; hit rate 0.78% among 360,000; Q00G26+Q8WTS1; inhibition, % at 4 µM; Split G. princeps luciferase complementation, luminescence, 4 h; AID 602281;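 active = inhibition above the mean inhibition across every tested compound plus 3 SD, cut at about 22% in these data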;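 also: 0% = DMSO only wells and the 100% control is not disclosed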
TWEAK Fn14 block = blocks TWEAK-Fn14 interaction in a reporter cell assay; TWEAK-stimulated Fn14 reporter cells, luciferase luminescence, 8 h; inhibition, % at 10 µM; hit rate 2% among 360,000; AID 1159606; in the data active = inhibition above about 50%
SRC1 inh = inhibitors of human steroid receptor coactivator 1 (SRC1); Q15788; HEK293 GAL4-SRC1 luciferase reporter, luminescence; inhibition, % at 3.6 µM; hit rate 0.12% among 360,000; AID 588354;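 active = inhibition above the campaign mean plus 3 SD, with each screening campaign given its own cutoff, cut at about 60% in these data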;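 also: 0% = DMSO treated cells and 100% = gossypol at 36 µM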
Target sequence (Q15788 whole entry, looked up, the tested form may be a part): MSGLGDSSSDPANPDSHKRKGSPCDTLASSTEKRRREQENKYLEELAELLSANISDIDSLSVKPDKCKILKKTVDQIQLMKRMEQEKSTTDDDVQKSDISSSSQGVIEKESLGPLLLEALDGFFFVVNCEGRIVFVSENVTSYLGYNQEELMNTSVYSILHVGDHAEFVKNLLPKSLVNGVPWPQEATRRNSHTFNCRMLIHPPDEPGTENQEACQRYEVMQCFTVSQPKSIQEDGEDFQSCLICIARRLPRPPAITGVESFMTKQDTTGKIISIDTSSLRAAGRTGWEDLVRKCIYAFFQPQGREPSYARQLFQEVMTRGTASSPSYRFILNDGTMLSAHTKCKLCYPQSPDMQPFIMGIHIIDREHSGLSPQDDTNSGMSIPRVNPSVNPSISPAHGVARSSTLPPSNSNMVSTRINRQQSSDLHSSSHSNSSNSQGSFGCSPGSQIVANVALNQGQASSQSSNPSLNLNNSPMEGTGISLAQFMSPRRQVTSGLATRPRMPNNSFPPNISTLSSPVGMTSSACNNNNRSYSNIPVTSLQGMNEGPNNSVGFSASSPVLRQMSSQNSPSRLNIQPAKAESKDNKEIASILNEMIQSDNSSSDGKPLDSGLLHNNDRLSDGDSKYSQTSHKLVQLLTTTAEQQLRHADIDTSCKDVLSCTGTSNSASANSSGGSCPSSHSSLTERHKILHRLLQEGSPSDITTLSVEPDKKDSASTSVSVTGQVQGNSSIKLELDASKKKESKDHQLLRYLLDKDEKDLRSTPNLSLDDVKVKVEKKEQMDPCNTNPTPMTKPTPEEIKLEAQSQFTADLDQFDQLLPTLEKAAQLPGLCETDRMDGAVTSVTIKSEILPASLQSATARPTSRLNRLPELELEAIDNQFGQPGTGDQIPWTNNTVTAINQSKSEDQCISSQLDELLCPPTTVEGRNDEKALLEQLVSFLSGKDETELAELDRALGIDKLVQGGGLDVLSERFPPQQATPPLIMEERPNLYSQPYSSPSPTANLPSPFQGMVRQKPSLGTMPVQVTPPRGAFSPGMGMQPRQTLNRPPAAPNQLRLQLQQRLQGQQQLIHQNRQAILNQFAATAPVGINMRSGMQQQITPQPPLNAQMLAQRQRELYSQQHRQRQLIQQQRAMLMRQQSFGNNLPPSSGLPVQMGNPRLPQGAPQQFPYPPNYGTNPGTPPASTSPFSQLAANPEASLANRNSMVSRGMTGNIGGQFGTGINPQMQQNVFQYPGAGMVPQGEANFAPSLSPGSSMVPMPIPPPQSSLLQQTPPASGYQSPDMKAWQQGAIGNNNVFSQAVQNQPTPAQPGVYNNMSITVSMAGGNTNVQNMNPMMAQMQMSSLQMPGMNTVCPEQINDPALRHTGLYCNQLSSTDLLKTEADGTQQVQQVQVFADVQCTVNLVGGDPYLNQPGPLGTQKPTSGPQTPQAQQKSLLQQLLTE
Granule exo inh = blocks lytic granule exocytosis; hit rate 0.66% among 360,000; AID 651702; inhibition, % at 10 µM; TALL-104 LAMP-1 surface exposure, flow cytometry; cells stimulated with thapsigargin and PMA;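 active = inhibition above about 55%, limit read from the data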
NR5A2 inv ag = inverse agonists of human LRH-1 (NR5A2); AID 602396; hit rate 0.13% among 360,000; inhibition, % at 3.6 µM; O00482; HEK293T StAR-luciferase reporter, LRH-1 transfected, 24 h;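 active = inhibition above the mean inhibition of all tested compounds plus 3 SD, cut at about 73% in these data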;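 also: 0% = DMSO wells and 100% = reporter-only cells lacking LRH-1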
COUP-TFII inh = inhibitors of human COUP-TFII (NR2F2) | P24468 | HEK293T NGFI-A luciferase reporter, luminescence | inhibition, % at 8.6 µM | hit rate 0.7% among 370,000;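 active = inhibition above a per-plate cutoff, mean inhibition of test wells between control levels plus 3 SD, cut at about 38% in these data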;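 also: cells cotransfected with COUP-TFII expression vector driving the NGFI-A reporter; 0% = median of COUP-TF2 test wells and 100% = reporter-only cells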
TLR9-MyD88 inh = TLR9-MyD88 interaction inhibition; Q9NR96+Q99836; CHO BLA complementation TLR9-MyD88, CCF4 FRET ratio; inhibition, % at 4.98 µM; hit rate 0.21% among 340,000; AID 504734;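 active = inhibition above the mean over all tested compounds plus 3 SD, cut at about 21% in these data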;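 also: 0% = DMSO only wells and 100% = clavulanate BLA inhibitor control wells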
NOD2-RIPK2 inh = inhibitors of human NOD2-RIPK2 interaction; O43353; CHO BLA complementation NOD2-RIPK2, CCF4 ratio; inhibition, % at 4.98 µM; hit rate 0.38% among 360,000; AID 624267; in the data active = inhibition above about 21%;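 also: 0% = vehicle only and 100% = reference blocker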
TROY NFkB inh = inhibitors of TROY-dependent NF-kB signaling; Q293 LMP1-TROYcd NF-kB luciferase reporter, 4 h; inhibition, % at 10 µM; hit rate 0.98% among 360,000;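 active = compounds whose plate-normalised and pattern-corrected inhibition of the luciferase reporter signal at the single screening dose is 50% or more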
SRC2 inh = human SRC2 (NCOA2) inhibition. Q15596. HEK293 GAL4-SRC2 luciferase reporter, luminescence. inhibition, % at 9 µM. hit rate 0.17% among 370,000;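 active = inhibition above the mean inhibition of all tested compounds plus 3 SD, set per campaign, cut at about 52% in these data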;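 also: 0% = DMSO treated cells and 100% = cells given Gossypol at 36 µM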
SRC3 inh = inhibits human SRC3 coactivator. inhibition, % at 3.6 µM. HEK293 GAL4-SRC3 luciferase reporter, luminescence. hit rate 0.17% among 360,000. Q9Y6Q9;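 active = inhibition above a per-campaign cutoff, the mean of all compounds plus 3 SD, cut at about 60% in these data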;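 also: 0% = DMSO-treated cells and 100% = gossypol-treated cells at 36 µM; higher means less SRC3-driven luciferase light from the GAL4 reporter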
Active calls of the source: *; x = no result given.

(1) CC12CN3CC(C)(CN(C1)C3c1ccc(Br)cc1)C2 (stereo unspecified)
(2) C/C=C/c1ccc(OCC(O)CN2CCCCC2CC)c(OC)c1 (stereo unspecified)
(3) Cc1cc(C)cc(NC(=S)N2CCC(N(C)CC3CCCO3)CC2)c1 (stereo unspecified)
(4) CCOc1ccc(CCNC(=O)COC(=O)Cc2c[nH]c3ccccc23)cc1OCC
(5) Cc1cc(C)nc(Nc2nc3ccccc3o2)n1
(6) CCC(CC)CN1CCN=C1N(C)C
(7) O=C(COc1ccc(Cl)cc1)Nc1ccc(Cc2ccncc2)cc1
(8) COc1cccc(CNC(=O)c2ccc3c(c2)S(=O)(=O)N=C2CCCCCN23)c1
(9) CCN(CC)S(=O)(=O)c1ccc(OC)c(NC(=O)CSc2ccccc2)c1
(10) CCC(C(=O)O/N=C(\N)c1cccc(C)c1)c1ccccc1 (stereo unspecified)

screen / no. | 1 | 2 | 3 | 4 | 5 | 6 | 7 | 8 | 9 | 10
ABHD5-PLIN5 inh | 6 | 4 | -4 | -1 | 2 | 10 | -10 | -3 | -3 | -4
TWEAK Fn14 block | -8 | 4 | 16 | 6 | -17 | -6 | 38 | -17 | -26 | -4
SRC1 inh | -6 | -22 | 9 | 1 | -71 | 0 | 2 | -18 | -19 | -22
Granule exo inh | 3 | -3 | 1 | 8 | -6 | 0 | -2 | -2 | 2 | 7
NR5A2 inv ag | -16 | 5 | 9 | 41 | -71 | -6 | 8 | 6 | -3 | 7
COUP-TFII inh | -10 | 7 | -3 | 14 | -17 | -20 | 14 | 1 | 11 | -14
TLR9-MyD88 inh | 4 | 9 | -7 | -6 | -8 | 0 | 8 | -1 | 7 | -4
NOD2-RIPK2 inh | -1 | -4 | 1 | -1 | -5 | 4 | 9 | 4 | -5 | -5
TROY NFkB inh | 2 | -3 | -6 | 1 | -31 | -38 | 21 | 4 | 3 | -58
SRC2 inh | 9 | -35 | 7 | -28 | -40 | 7 | 14 | 1 | 8 | -7
SRC3 inh | 6 | 13 | 7 | 5 | -21 | -12 | 9 | 7 | 17 | -6

Continued (2 carried over from the part before).
(9) CCN(CC)S(=O)(=O)c1ccc(OC)c(NC(=O)CSc2ccccc2)c1
(10) CCC(C(=O)O/N=C(\N)c1cccc(C)c1)c1ccccc1 (stereo unspecified)
(11) COc1ccccc1C(=O)NCCC(=O)Nc1nc2ccccc2[nH]1
(12) O=C(Nc1nc2ccccc2[nH]1)C1CCN(C(=O)c2ccc(F)cc2)CC1
(13) NS(=O)(=O)c1ccc(NC(=O)c2c(F)cccc2Cl)cc1
(14) COc1ccc(N2CCN(C(c3ccccc3)c3nnnn3C(C)(C)C)CC2)cc1 (stereo unspecified)
(15) O=C(CSc1nc2c(c(=O)[nH]1)CCC2)Nc1cccc(F)c1
(16) CC(/C=N/NC(=O)c1ccccc1C)=C\c1ccccc1
(17) O=C(Cc1cccs1)Nc1ccc(F)cc1
(18) CCN(C(=O)COc1ccc(C)nc1[N+](=O)[O-])C1CCS(=O)(=O)C1 (stereo unspecified)
(19) COCCN(Cc1ccc(C)cc1)C(=O)[C@H]1O[C@@H](n2ccc(N)nc2=O)[C@H](O)[C@@H]1O
(20) Cc1ccc(NC(=O)COC(=O)/C=C/c2ccc(Br)o2)cc1S(=O)(=O)N(C)C

screen / no. | 9 | 10 | 11 | 12 | 13 | 14 | 15 | 16 | 17 | 18 | 19 | 20
ABHD5-PLIN5 inh | -3 | -4 | -6 | 11 | 2 | 4 | 2 | 5 | -2 | 3 | -1 | 4
TWEAK Fn14 block | -26 | -4 | 32 | 7 | -11 | -7 | 0 | -6 | -2 | -4 | 6 | -9
SRC1 inh | -19 | -22 | -8 | 13 | -10 | x | -25 | -28 | -1 | 0 | -7 | 4
Granule exo inh | 2 | 7 | 0 | -5 | -2 | 5 | -6 | -10 | -12 | 2 | 3 | 12
NR5A2 inv ag | -3 | 7 | 17 | 18 | 0 | 23 | -6 | -60 | -19 | -1 | 4 | -9
COUP-TFII inh | 11 | -14 | -16 | 16 | 1 | -8 | 3 | 2 | -5 | -3 | 8 | -7
TLR9-MyD88 inh | 7 | -4 | -3 | -1 | 0 | x | 5 | x | 9 | -3 | x | -10
NOD2-RIPK2 inh | -5 | -5 | -8 | -2 | -5 | -3 | 2 | -3 | -2 | 5 | 0 | -7
TROY NFkB inh | 3 | -58 | 13 | -23 | 21 | 3 | -12 | -96 | -11 | 3 | 6 | -1
SRC2 inh | 8 | -7 | -17 | -5 | 6 | -2 | 7 | -65 | 9 | -30 | -10 | 5
SRC3 inh | 17 | -6 | -18 | -7 | 17 | x | -15 | -37 | -5 | 16 | -1 | -3

(21) Cc1nn(CC(=O)Nc2ccc(N3CCOCC3)cc2)c(C)c1Br
(22) Cc1ccc(OCC(=O)Nc2ccc(NC(=O)c3cccs3)cc2)c(C)c1
(23) Cn1cccc1C(=O)NNC(=O)COc1ccccc1Cl
(24) CCC(C)[C@H](NC(=O)N1CCN(c2cccc(C(F)(F)F)c2)CC1)C(=O)OC (stereo partly specified)
(25) COC(=O)c1ccc(NC(=S)Nc2ccc3ccccc3c2)cc1
(26) CCC(CC)C(=O)NCCc1cc2ccc(OC)cc2[nH]c1=O
(27) Cn1c(=O)[nH]c(=O)c2c1nc(N1CCOCC1)n2CCSc1nc2ccccc2[nH]1
(28) Cc1ccc(NC(=O)CSCc2ccco2)cc1
(29) COc1ccc(C(NC(=O)CN2C(=O)NC3(CCc4ccccc43)C2=O)c2ccccc2)cc1 (stereo unspecified)
(30) COc1ccc(C(=O)N2CCN(Cc3ccccc3[N+](=O)[O-])CC2)cc1

screen / no. | 21 | 22 | 23 | 24 | 25 | 26 | 27 | 28 | 29 | 30
ABHD5-PLIN5 inh | 7 | -8 | -6 | -2 | -20 | -4 | -3 | -4 | 4 | -1
TWEAK Fn14 block | -1 | -69 | -15 | -7 | -24 | -15 | -5 | -14 | 13 | 8
SRC1 inh | 1 | -21 | -20 | 13 | -15 | -1 | -3 | -93 | -17 | 0
Granule exo inh | -1 | 6 | -1 | 0 | -1 | 0 | -2 | -2 | 12 | 1
NR5A2 inv ag | 12 | -21 | -30 | -9 | -55 | 18 | -40 | -19 | -8 | -27
COUP-TFII inh | -14 | 6 | -9 | 26 | -19 | 1 | -29 | -30 | -13 | -1
TLR9-MyD88 inh | -12 | -12 | 0 | 8 | -8 | -13 | -2 | 4 | -11 | -10
NOD2-RIPK2 inh | -5 | -9 | -1 | -4 | 5 | -1 | -2 | -10 | -5 | -6
TROY NFkB inh | -22 | -34 | -41 | -1 | 7 | -17 | -24 | -41 | 16 | 26
SRC2 inh | -30 | -1 | -15 | 8 | -42 | -27 | -11 | -73 | 4 | -5
SRC3 inh | -7 | -4 | 5 | 19 | -10 | -5 | 10 | -67 | 3 | -21

(31) CSCc1c(C(=O)NCCc2ccccn2)oc2ccccc12
(32) COc1ccc(-c2nsc3c(N4CCCC4)ncnc23)cc1
(33) C/C(=N\NC(=O)CCc1ccc(S(=O)(=O)N2CCOCC2)cc1)c1ccccc1Cl
(34) Cc1cc(C(=O)CSc2nnc(C3CC3)n2C2CC2)c(C)n1C(C)C
(35) O=C1CN(S(=O)(=O)c2ccccc2C(F)(F)F)CCN1
(36) O=C(O)c1ccc(COc2ccccc2/C=C2\NC(=O)N(Cc3ccccc3F)C2=O)cc1
(37) Cc1cc(=O)oc2cc(OCC(=O)NCCCN3CCCC3=O)c(Cl)cc12
(38) c1ccc(-c2noc(CN3CCN(c4ccccc4)CC3)n2)cc1
(39) COc1ccc(NC2=Nc3ccccc3CC2)cc1
(40) S=C1NC(c2ccccc2)N2C(=S)NC(c3ccccc3)N12 (stereo unspecified)

screen / no. | 31 | 32 | 33 | 34 | 35 | 36 | 37 | 38 | 39 | 40
ABHD5-PLIN5 inh | 7 | -6 | -1 | 3 | 2 | 1 | -16 | 2 | 2 | -1
TWEAK Fn14 block | 17 | 95* | 10 | 8 | 16 | -27 | -14 | -10 | 38 | -19
SRC1 inh | -12 | -38 | 3 | -15 | 3 | -8 | 2 | 4 | -171 | -19
Granule exo inh | -4 | 2 | -1 | -3 | 1 | 0 | -5 | -1 | 0 | 6
NR5A2 inv ag | 2 | -90 | 2 | -23 | 1 | -18 | 6 | -7 | -108 | -16
COUP-TFII inh | 5 | -4 | 5 | -7 | 0 | -12 | 11 | 16 | -33 | -3
TLR9-MyD88 inh | 1 | -1 | -2 | -3 | 2 | -5 | -7 | 5 | 0 | 1
NOD2-RIPK2 inh | -3 | 3 | -4 | -2 | 1 | 1 | 6 | -1 | -6 | -7
TROY NFkB inh | -1 | 66* | 12 | -1 | -5 | 7 | 4 | -29 | -16 | -60
SRC2 inh | -17 | -59 | -18 | -45 | -28 | -31 | -8 | -12 | -87 | -9
SRC3 inh | 7 | -34 | 15 | 4 | 11 | -24 | -12 | 11 | -103 | -40

(41) Cc1cccn2c(=O)cc(COC(=O)C(C)Oc3ccccc3)nc12 (stereo unspecified)
(42) O=C(NC1(C(F)(F)F)NC(=O)N(c2ccccc2)C1=O)c1cccs1 (stereo unspecified)
(43) O=C(NCc1n[nH]c(=S)n1-c1ccccc1)c1cccs1
(44) COc1cccc(C(C(=O)NC2CCCC2)N(C(=O)c2ccco2)c2ccc(C(C)=O)cc2)c1OC (stereo unspecified)
(45) O=C(Nc1ccc([N+](=O)[O-])cc1)Nc1ccc(Cl)cc1F
(46) CC[n+]1c(/C=C/Nc2ccccc2)oc2ccccc21
(47) CCCCCCCCn1c(=O)c(C(=O)OC)c(N)c2ccccc21
(48) O=C(Nc1cccc(C(F)(F)F)c1)c1cc2ncc(Br)cn2n1

screen / no. | 41 | 42 | 43 | 44 | 45 | 46 | 47 | 48
ABHD5-PLIN5 inh | 4 | -2 | -2 | -1 | -7 | 0 | -10 | -1
TWEAK Fn14 block | 5 | -4 | 0 | 0 | 4 | -2 | 47 | -5
SRC1 inh | -5 | 7 | -10 | 25 | -1 | 28 | -6 | -67
Granule exo inh | 5 | 0 | -3 | -12 | 1 | 6 | -4 | -3
NR5A2 inv ag | -8 | -9 | -1 | -4 | 14 | -1 | -6 | -8
COUP-TFII inh | -4 | -14 | 19 | -6 | -1 | 14 | 8 | 13
TLR9-MyD88 inh | -10 | -11 | -3 | -6 | -5 | -4 | x | 1
NOD2-RIPK2 inh | 9 | 10 | -1 | -7 | -2 | -17 | -2 | -7
TROY NFkB inh | 2 | 6 | -27 | -13 | 26 | -3 | 40 | -3
SRC2 inh | 0 | -3 | -10 | 19 | -9 | -18 | 4 | -9
SRC3 inh | 10 | 15 | -21 | 1 | 14 | 21 | -2 | 1

Results in COUP-TFII inh (5 entries from above):
entry	molecule	COUP-TFII inh
41	Cc1cccn2c(=O)cc(COC(=O)C(C)Oc3ccccc3)nc12 (stereo unspecified)	-4
42	O=C(NC1(C(F)(F)F)NC(=O)N(c2ccccc2)C1=O)c1cccs1 (stereo unspecified)	-14
43	O=C(NCc1n[nH]c(=S)n1-c1ccccc1)c1cccs1	19
44	COc1cccc(C(C(=O)NC2CCCC2)N(C(=O)c2ccco2)c2ccc(C(C)=O)cc2)c1OC (stereo unspecified)	-6
45	O=C(Nc1ccc([N+](=O)[O-])cc1)Nc1ccc(Cl)cc1F	-1

Only part of the results is shown, so the mix of outcomes need not match the whole.
